Compound activity deposited in PubChem by National Center for Advancing Translational Sciences (NCATS).
G9a inh: blocks human histone lysine methyltransferase G9a; 8.8% of 350,000 active; G9a H3K9 monomethylation, AlphaScreen, 2 h; AID 504332; Potency, µM (highest dose often 102 µM), for the others: at the top dose activity, negative = inhibition, hits mostly inhibitors; note: % is set by controls: 0 for no effect and ±100 for the full control effect; nearly all actives have a fitted effect of over 75% in size
Target sequence (Q96KQ7 913-1193 limits assumed): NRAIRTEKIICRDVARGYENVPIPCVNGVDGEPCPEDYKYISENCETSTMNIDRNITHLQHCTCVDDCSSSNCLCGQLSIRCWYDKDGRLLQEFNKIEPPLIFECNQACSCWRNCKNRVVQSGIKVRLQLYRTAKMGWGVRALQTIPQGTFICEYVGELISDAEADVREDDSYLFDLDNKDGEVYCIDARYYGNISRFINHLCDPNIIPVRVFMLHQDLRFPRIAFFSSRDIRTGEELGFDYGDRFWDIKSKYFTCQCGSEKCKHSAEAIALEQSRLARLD
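Compounds were preincubated with 20 nM G9a for 15 min, after which biotinylated H3K9 peptide (500 nM) and SAM (20 uM) started a 2 h room-temperature reaction. Monomethylated product was quantified by antibody-based AlphaScreen chemiluminescence.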
POLI inh: inhibitors of human DNA polymerase iota; Potency, µM (highest dose often 115 µM), inactives show top-dose activity, negative = inhibition, most hits filed as inhibitors; AID 588590; Q9UNA4; 1% of 390,000 active; Pol iota fluorescent replication assay, 10 min
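Pol iota at 10 nM preincubated 15 min with compounds at room temperature; reaction started with fluorescent substrate, 50 nM final. Fluorescence read kinetically at 0 and 10 min; buffer-only wells as negative control.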
Tb PGK inh: blocks T. brucei phosphoglycerate kinase; Potency, µM (doses to about 57.5 µM), for the others: top-dose activity change, negative = inhibition, hits mostly inhibitors; 0.043% of 380,000 active; PGK/GAPDH coupled, Kinase-Glo luminescence, 60 min; P07378; AID 602233; note: % is set by controls: 0 for no effect and ±100 for the full control effect; nearly all actives have a fitted effect of over 60% in size
Target sequence (P07378 whole entry, looked up): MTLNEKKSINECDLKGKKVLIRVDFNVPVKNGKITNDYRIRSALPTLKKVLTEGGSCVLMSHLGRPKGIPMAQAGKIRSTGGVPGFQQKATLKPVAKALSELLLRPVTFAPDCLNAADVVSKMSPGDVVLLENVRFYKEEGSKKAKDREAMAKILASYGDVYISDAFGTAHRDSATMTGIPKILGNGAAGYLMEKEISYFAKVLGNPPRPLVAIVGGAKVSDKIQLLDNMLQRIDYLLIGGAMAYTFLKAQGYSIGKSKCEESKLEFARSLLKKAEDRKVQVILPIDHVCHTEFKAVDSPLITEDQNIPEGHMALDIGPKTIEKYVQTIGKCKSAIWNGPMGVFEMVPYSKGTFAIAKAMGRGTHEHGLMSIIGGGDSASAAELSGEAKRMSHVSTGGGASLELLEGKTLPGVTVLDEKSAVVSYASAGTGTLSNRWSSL
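Recombinant glycosomal PGK reaction used 1,3-bisphosphoglycerate generated in-well by GAPDH (100nM final) in 100mM TEA pH 7.6, 5mM MgCl2, 0.01% Tween-20. After 60 minutes at room temperature, ATP was read by Kinase-Glo Plus luminescence end-point.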
GLS inhibitor: glutaminase GLS (human) inhibition. AID 624170. GLS enzymatic activity, qHTS titration. 0.21% of 410,000 active. Potency, µM (highest dose often 45.5 µM), for inactives: at the top dose activity change, negative = inhibition, hits mostly inhibitors. O94925; note: % is set by controls: 0 for no effect and ±100 for the full control effect
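Coupled fluorescence readout: glutamate oxidase/HRP/Amplex Red detect glutamate formed by hKGA from L-glutamine (1 mM solution added). Buffer 45 mM KH2PO4 pH 8.2, 0.02% Tween-20; reads at t0 and 30 min RT.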
BLM helicase inh: Bloom syndrome helicase (human) inhibition; recombinant BLM DNA unwinding, fluorescence dequenching; Potency, µM (titrated, usually from 56.1 µM), inactives show at the top dose activity change, negative = inhibition, hits mostly inhibitors; 0.2% of 350,000 active; AID 2528;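 note: plate controls were vehicle for no effect and no enzyme for full effect; nearly all actives have a fitted effect of over 35% in size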
BAZ2B block: BAZ2B (human) inhibition; AlphaScreen BAZ2B-H3K14Ac peptide displacement; Potency, µM (highest dose often 114 µM), inactives show top-dose activity change, negative = inhibition, usual class: inhibitors; 4.4% of 360,000 active; note: % is set by controls: 0 for no effect and ±100 for the full control effect; nearly all actives have a fitted effect of over 60% in size
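BAZ2B (50 nM) with biotin-H3(5-23)K14Ac peptide (50 nM) in PBS pH 7.4, 0.01% Tween-20, preformed 30 min, then compound 30 min at room temperature; top concentration 110uM. AlphaScreen streptavidin donor/nickel chelate acceptor beads (10 ug/mL final), 20 min dark, signal read.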
HP1b chromo inh: blocks HP1-beta chromodomain binding to methylated histone tails; P83916; 0.56% of 390,000 active; Potency, µM (series often up to 114 µM), without a hit: top-dose activity change, negative = inhibition, hits mostly inhibitors; AlphaScreen HP1-beta / biotin-H3K9me3 peptide binding; note: nearly all actives have a fitted effect of over 70% in size; inactives centre near 23
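AlphaScreen: HP1-beta (50 nM) preformed 30 min with biotin-H3(1-18)K9me3 peptide (50 nM) in PBS pH 7.4, 0.01% Tween-20. Compound added for 30 min at RT, then streptavidin donor/nickel chelate acceptor beads (10 ug/mL) for 30 min.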
JMJD2A Tudor inh: inhibitors of human JMJD2A Tudor domain; O75164; AlphaScreen JMJD2A-Tudor / H3K4me3 peptide binding; Potency, µM (top dose mostly 114 µM), for the others: top-dose activity change, negative = inhibition, hits mostly inhibitors; 4.4% of 390,000 active; note: % is set by controls: 0 for no effect and ±100 for the full control effect; nearly all actives have a fitted effect of over 50% in size
Pin1 inh: inhibitors of human Pin1. Potency, µM (highest dose often 115 µM), without a hit: at the top dose activity, negative = inhibition, actives largely listed as inhibitors. 0.009% of 390,000 active. Q13526. Pin1 FP peptide displacement, HiFluor488, 10 min; active = well fitted inhibition curve with a large enough effect in the polarisation, with a control signal flat, not every such curve was filed as active; inconclusive = small, poorly fitted or top-dose-only effect, or effect the other way, or a change in a side signal; inactive = no such curve, though single readings can be large or run the other way; the % refers to the polarisation; note: % is set by controls: 0 for no effect and ±100 for the full control effect
Target sequence (Q13526 whole entry, looked up): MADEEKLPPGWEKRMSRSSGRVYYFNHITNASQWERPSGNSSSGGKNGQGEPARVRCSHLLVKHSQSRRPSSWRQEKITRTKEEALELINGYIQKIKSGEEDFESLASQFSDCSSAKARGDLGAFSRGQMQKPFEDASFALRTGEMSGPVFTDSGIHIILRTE
Numbers without * were called inactive; i = inactive; ? = inconclusive; · = no result given; & = joins results of further samples; [ ] = another dose, or the depositor's remark. Unless noted, calls come from the whole dose curve; as a rule, active = well fitted curve in the direction sought with a large enough effect; inconclusive = small, poorly fitted or top-dose-only effect, or another doubt; inactive = no such curve, though single readings can be large; an effect the other way counts as inactive or inconclusive. Potency is the fitted concentration of half-maximal effect.

SMILES | G9a inh | POLI inh | Tb PGK inh | GLS inhibitor | BLM helicase inh | BAZ2B block | HP1b chromo inh | JMJD2A Tudor inh | Pin1 inh
CC(=O)c1ccc(NC(=O)c2ncn(-c3ccccc3)n2)cc1 | -1.8%[59 µM] | 3.7% | i | 0.9% | -1.5% | 5.4% | 10.8% | -15.1% | 2.9%
CCCCOc1ccc(C(=O)Nc2ccc(N3CCN(C(=O)C(C)C)CC3)cc2)cc1 | 13.8%[59 µM] | 8.3% | 2.4% | 15.8% | -4.3% | 8.2% | 9.6% | -2.2% | -10.0%
CCc1ccc(NC(=O)Cn2ccn(-c3cccc(Cl)c3)c(=O)c2=O)cc1 | -9.2% | -26.2%&26.2% | -1.6% | -3.9%&1.1% | -3.2%&-1.1% | 2.8%&-2.6% | 23.8%&16.9% | -31.0%&-7.9% | 6.0%&-6.8%
CC(=O)Nc1ccc(NC(=O)CSc2ncc(C(=O)Nc3ccccc3)c(=O)n2C)cc1 | -4.2% | 14.1% | -0.3% | -2.6% | · | 14.6% | 43.5%[activator] | -11.5% | 7.2%
CC1(C)CC2CC(C)(CN2C(=O)COC(=O)c2cncc(Br)c2)C1 (stereo unspecified) | 9.6%[0.501 µM] | 33.6%[activator] | -4.7% | 0.2% | · | 11.1% | 35.3% | -7.2% | -7.1%
CC1CCCCN1C(=O)Cn1c(=O)oc2cc(S(=O)(=O)N3CCCCC3)ccc21 (stereo unspecified) | 4.2%[59 µM] | -10.6% | -7.7% | 4.8% | -5.1% | -2.2% | 20.4% | -1.5% | -1.6%
NC(=O)/C(=C/c1cccnc1)NC(=O)c1ccccc1 | 0.1% | 63.3%[activator] | -15.5% | 10.0% | -3.7% | -1.2% | 10.7% | -11.4% | 0.3%
O=C(NCc1ccc2c(c1)CCN2C(=O)c1ccncc1)c1ccccc1Cl | 8.5%[59 µM] | -10.7% | 1.6% | -7.5% | -0.5% | 0.1% | 23.9% | -17.7% | -1.4%
COc1cc2[nH]cc(C(=O)NCc3cccs3)c(=O)c2cc1OC | · | ? | -0.9% | 0.2% | · | · | -2.8% | -10.1% | 16.1%
O=C(CSc1ccc(F)cc1)NCC1(N2CCOCC2)CCCCC1 | -7.2% | 16.9% | -7.7% | 12.6% | · | 10.1% | 20.7% | -13.8% | 2.8%
COc1ccc(Cn2c(=O)[nH]c3cc(C(=O)N4CCN(c5ccccn5)CC4)ccc3c2=O)cc1 | -17.9% | 15.7% | -7.0% | -17.4% | -1.3% | -18.6% | 32.2% | -1.4% | -0.1%
CCSC1=NSC2=NC(=O)/C(=C\c3coc4ccccc4c3=O)C(=N)N12 | ? | ? | -6.6% | 21.0% | -15.3% | ? | 70.1%[activator] | 10.3% | ?
Cc1cc(Nc2nc3ccccc3c3nnc(C)n23)ccc1Br | 4.1%[59 µM] | -2.1% | 4.5% | -8.3% | -3.5% | 8.4% | 44.2%[activator] | -14.1% | -0.3%
COC(=O)[C@H](CCSC)NC(=O)Cn1cnc2c(OCc3ccccc3)ncnc21 | · | 6.4% | 8.2% | 6.2% | · | · | 22.6% | -13.7% | -1.6%
CN(c1ccccc1C(=O)N1CCN(c2ccccc2)CC1)S(C)(=O)=O | -23.6%[59 µM] | 14.4% | -1.0% | 22.3% | -0.3% | -6.7% | 21.5% | 3.2% | 3.7%
CCOC(=O)c1cc2sccc2n1CC(=O)OC | 20.1%[12.7 µM] | ? | i | -15.1% | 1.0% | 10.7% | -7.9% | -16.8%[11.4 µM] | -8.8%
Cc1nc(NC(=O)c2cccnc2Cl)sc1C | · | 28.6% | -0.6% | 6.5% | · | · | 48.9%[activator] | -1.3% | 5.7%
COC(=O)c1cc(OC)c(OC)cc1NC(=O)c1ccc(OC)cc1 | · | -0.6% | 7.9% | -3.3% | -2.1% | -0.3% | 11.5% | -9.8% | -1.2%
CC(C)CCN1CC(C(=O)N2CCN(c3ccc(F)cc3)CC2)CC1=O (stereo unspecified) | 18.0%[12.7 µM] | 4.9% | -0.4% | 23.9% | -2.7% | -2.0% | 17.9% | -12.8% | 0.6%
CN1/C(=C\C(=O)c2cccc(S(=O)(=O)N3CCCCC3)c2)C(C)(C)c2ccccc21 | 24.4%[59 µM] | 16.1% | -8.7% | 0.0% | -10.2% | 54.4%[activator] | 120.9%[activator] | 62.4%[activator] | -1.1%
COc1ccc(CN(C(C)=O)c2cccc(C)c2C)cc1 | -1.5%[12.7 µM] | 14.0% | -8.0% | 1.1% | -3.9% | -15.2% | 24.4% | -7.1% | -0.7%
CN(Cc1ccccc1)c1ccc(-c2nc(-c3ccco3)no2)cc1[N+](=O)[O-] | -33.4%[59 µM] | 0.6% | 8.7% | -2.5% | -9.0% | 0.8% | 43.4%[activator] | -13.6% | 9.6%
Cc1c(C(=O)NCCS(=O)(=O)N2CCN(c3ccccc3F)CC2)cccc1[N+](=O)[O-] | -0.5% | -6.3% | 5.0% | 20.5% | -4.2% | -4.2% | 25.3% | 1.8% | -0.9%
CCOC(=O)[C@H]1[C@H]2COc3cc(OC)ccc3[C@@H]2N2C(=O)CN(Cc3ccc(OC)cc3)C(=O)[C@@]12C | 12.1%[0.501 µM] | 2.7% | 7.6% | 3.8% | · | 20.2% | 22.5% | -21.8% | ?
CCOCCCNCc1ccc(OCCC(C)C)c(OC)c1 | ? | -22.0% | 0.0% | -7.7% | -0.8% | 56.2µM* | -33.4% | ? | -6.0%
Cc1noc(C)c1CSCC(=O)N(C)CC(=O)Nc1ccc(Cl)c(C(F)(F)F)c1 | 8.2%[0.501 µM] | 39.5%[activator] | i | -1.3% | · | 0.7% | 21.8% | -10.2% | -11.4%
CCc1ccc(NC(=O)[C@@H](NC(=O)[C@@H]2Cc3ccccc3CN2)C(C)CC)cc1 (stereo partly specified) | · | -15.2% | -4.8% | 11.7% | -3.2% | ? | 33.4% | -1.2% | -7.7%
CCn1c(SCC(=O)N2CCCc3ccccc32)nnc1-c1cccs1 | ? | 4.3%[58.9 µM] | -0.3% | 0.7% | -0.8% | 9.7% | 31.3% | -2.5% | -4.9%
Cc1ccc(OCC(=O)Nc2ccc3nc(SCCOc4ccccc4)sc3c2)cc1 | -5.1%[59 µM] | 6.1% | 9.1% | -13.3% | -3.9% | -11.2% | 29.7% | -10.9% | -0.2%
Cc1ccccc1NC(=S)Nc1ccc(Br)cc1 | 5.6%[59 µM] | 25.1% | -4.6% | 8.4% | -5.9% | 21.7% | 7.5% | -11.6% | -0.8%
Cc1nnc(SCC(=O)N2CC(=O)Nc3ccccc32)n1C | 3.4% | -3.8% | i | 2.3% | -1.0% | 10.4% | 28.7% | 3.9% | 3.4%
CCCCN1C(=O)C2Cc3c([nH]c4ccccc34)CN2C1=S (stereo unspecified) | ? | 110.6%[activator] | 5.2% | 4.6% | -11.5% | · | -11.4% | -22.1% | ?
COc1ccc2nc(NC(=O)c3ccc(Br)s3)sc2c1 | ? | 21.9% | -8.1% | 4.3% | -1.2% | 5.5% | 22.1% | 4.4% | -2.1%
CN1C(=O)C(CC(=O)O)S/C1=N\N=C\c1ccc(O)cc1O (stereo unspecified) | 60.9%[activator][59 µM] | 6.0% | -8.7% | -15.6% | -1.5% | -23.3% | 30.5% | -22.2% | -7.2%
Cc1ccc(NC(=O)CCSc2nc(-c3ccc4c(c3)OCO4)cc(C(F)(F)F)n2)c(C)c1 | 9.7%[59 µM] | 20.4% | -4.2% | -3.0% | 0.8% | 2.8% | 27.3% | 5.8% | 1.3%
CN(C(=O)c1ccc(Cl)cc1)c1ccc(OCC(=O)Nc2cc(C(=O)O)ccc2Cl)cc1 | · | ? | -8.3% | -5.5% | · | · | 41.7%[activator] | -6.1% | 3.7%
Cc1ccc(CSCc2ccc(C(=O)NCCC(C)C)o2)cc1 | 11.5% | 26.4% | 4.0% | -0.1% | -9.3% | 1.1% | 53.6%[activator] | 14.1% | ?
C=CCn1cc(C(=O)N2CCN(C)CC2)c(=O)c2cc(S(=O)(=O)N3CCCC3)ccc21 | -49.1% | -14.5% | i | -8.3% | 2.8% | 7.1% | 26.0% | 4.9% | -2.6%
COC(=O)c1cc(OC)c(OC)cc1NC(=O)c1cccc(C)c1 | 30.1% | 0.3% | -2.5% | 6.1% | -2.6% | -12.2% | 33.4% | -11.0% | 14.7%
CCCCC1=CC2=CC(=O)C(C)(OC(=O)CC)C(=O)C2=CN1c1ccc(OC)cc1 (stereo unspecified) | -30.9%[59 µM] | 2.8% | -0.4% | -0.2% | -2.6%[12.4 µM] | -37.1% | -11.7% | ? | -7.2%
Cc1ccc(CNC(=O)CCCCCn2c(=O)c3sccc3n(CC(=O)Nc3ccc(C)c(F)c3)c2=O)cc1 | 20.8%[59 µM] | 5.9% | · | -0.3% | -1.2% | 27.3% | 65.2%[activator] | -0.7% | 20.7%
O=C(NC1CC1)C1CC(=O)N(c2cccc(Cl)c2Cl)C1 (stereo unspecified) | 6.3% | -18.8% | -5.7% | -10.1% | -7.3% | -15.2% | 49.1%[activator] | 10.6% | 0.5%
O=[N+]([O-])c1ccccc1S(=O)(=O)Nc1ccn(Cc2c(F)cccc2Cl)n1 | -4.4% | 126.2%[activator] | -2.1% | -20.0% | -6.3% | -21.6% | 28.4% | -9.5% | 3.0%
CN(c1cccc(NC(=O)c2ccccc2N(C)S(=O)(=O)c2ccccc2)c1)S(C)(=O)=O | -44.1%[59 µM] | 0.9% | -2.8% | 8.8% | -6.5% | -28.2% | 26.2% | -1.7% | -2.5%

An excerpt from above, showing only Tb PGK inh, JMJD2A Tudor inh and G9a inh:
structure | Tb PGK inh | JMJD2A Tudor inh | G9a inh
Cc1nnc(SCC(=O)N2CC(=O)Nc3ccccc32)n1C | i | 3.9% | 3.4%
CCCCN1C(=O)C2Cc3c([nH]c4ccccc34)CN2C1=S (stereo unspecified) | 5.2% | -22.1% | ?

This is a subset; rates above refer to the full screens.
